PDI inh: inhibitors of human PDI, primary screen, biochemical, turbidity, single point, plate reader. Protein disulfide-isomerase (Homo sapiens), P07237. PDI insulin aggregation turbidity, A650, 90 min. inhibition, % at 10 µM. hit rate 0.052% among 350,000;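 active = mean inhibition across replicates of 30% or more, whatever share of single replicates reach that level; inconclusive = mean inhibition below 30% while every single replicate reaches 30%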;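 note: absorbance from insulin aggregation driven by PDI reduction with DTT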
Target sequence (P07237 whole entry, looked up): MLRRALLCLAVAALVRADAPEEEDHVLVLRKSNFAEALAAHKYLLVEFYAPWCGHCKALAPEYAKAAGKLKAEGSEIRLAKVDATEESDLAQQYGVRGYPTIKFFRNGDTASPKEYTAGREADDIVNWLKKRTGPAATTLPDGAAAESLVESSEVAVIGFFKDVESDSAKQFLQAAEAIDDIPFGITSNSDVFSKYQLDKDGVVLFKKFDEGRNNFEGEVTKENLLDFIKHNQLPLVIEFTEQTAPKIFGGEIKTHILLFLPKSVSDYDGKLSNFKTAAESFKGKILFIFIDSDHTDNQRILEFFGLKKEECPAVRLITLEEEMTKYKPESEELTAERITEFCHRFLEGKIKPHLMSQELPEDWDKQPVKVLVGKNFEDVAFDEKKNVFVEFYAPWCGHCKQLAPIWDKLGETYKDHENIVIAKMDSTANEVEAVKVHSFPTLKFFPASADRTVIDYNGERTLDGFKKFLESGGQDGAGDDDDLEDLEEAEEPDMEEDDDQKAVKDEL
iPSC survival up: enhancers of single-cell hiPSC survival, primary screen, ATPlite luminescence. AID 602274, 2012. survival enhancement, % at 20 µM. 100% = ROCK inhibitor wells, 0% = DMSO. hit rate 0.044% among 360,000; in the data active = survival enhancement above about 18%;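 note: cells exposed to compounds for 16 hours before the ATP read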
aDG glyco up: activators of alpha-DG glycosylation, primary screen, uHTS, Pro5-aDG cells, AlphaScreen. alpha-DG glycosylation AlphaScreen (IIH6); 0% Pro5, 100% B10-LARGE cell signal. activation, % at 10 µM. hit rate 0.22% among 360,000;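 active = activation of at least 8% versus controls, or a plate z-score of at least 8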;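 note: Pro5 are CHO cells carrying HIG-tagged alpha-DG that lacks glycosylation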
N-glyco inh: increase of ERlucT glycosylation luciferase signal, primary screen, N-linked glycosylation inhibitor project, D54 ERlucT cells, luminescence, set 2; D54 ERlucT glycosylation luciferase reporter, 24 h; percent of 100 nM tunicamycin response; reporter increase, % at 12.5 µM; hit rate 0.23% among 360,000; AID 588692, 2011;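 active = mean luciferase reporter signal, scaled so untreated is 0 and the glycosylation-blocking control 100, at or above a set limit in every replicate; inconclusive = mean reaches the limit but not every replicate does; inactive = mean below the limit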;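 note: luciferase carries N-glycosylation sites so blocking glycosylation raises the light; 0% = median of neutral control wells and 100% = median of 100 nM tunicamycin wells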
H9c2 protect: cardioprotection against H2O2-induced cell death, primary screen, uHTS, H9c2 cells, ATPLite luminescence | hit rate 0.63% among 360,000 | H9c2 cardiomyocytes, H2O2 injury protection, 2 h | protection from H2O2 cell death, % at 20 µM;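 active = compounds giving at least 50% protection of heart cells from peroxide-induced death in the single-dose screen, raw or plate-pattern-corrected value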;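 note: 0% = DMSO wells with peroxide and 100% = DMSO wells without peroxide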
Granule exo inh: LAMP-1 surface exposure blockers, TALL-104 cells – cell-based, flow cytometry, MLPCN library, primary screen; AID 651702, 2012; inhibition, % at 10 µM; hit rate 0.66% among 360,000; TALL-104 LAMP-1 surface exposure; cells stimulated with thapsigargin and PMA;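 active = inhibition above about 55%, limit read from the data; inconclusive = no clear call, values can overlap the other calls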
ABCB6 inh 2: ABCB6 transporter inhibitors, primary screen, K562-ABCB6 cells, flow cytometry, MLPCN library. ATP-binding cassette sub-family B member 6 (Homo sapiens), Q9NP58. K562-ABCB6 porphyrin accumulation, 1 h; active compounds read low. fluorescence ratio to DMSO, % at 10 µM. hit rate 0.19% among 360,000;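 active = fluorescence ratio to DMSO below 75%, the collection mean minus 3 SD; inconclusive = too few cells collected in the well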;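 note: signal is porphyrin accumulated inside mitochondria; 100% equals median channel fluorescence of DMSO control wells; lower ratio means ABCB6 inhibition with less porphyrin fluorescence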
Vif inh: HIV Vif self-association inhibitors, primary screen, imaging, HEK293T, single point; AID 602346, 2012; inhibition, % at 7.49 µM; HEK293T cells, Vif self-association by quenched fluorescence, 24 h; hit rate 0.35% among 340,000; in the data active = inhibition above about 50%, passing the limit was not always enough; inconclusive = no clear call, values can overlap the other calls; inactive = below about 31%; note: some results filed as inactive read as strong as hits
HTR2A ag: mouse Htr2a agonists via beta-arrestin recruitment, primary screen, cell-based, luminescence; 5-hydroxytryptamine receptor 2A (Mus musculus), P35363; AID 624169, 2012; activation, % at 7.6 µM; CHO-K1 mHTR2A beta-arrestin complementation; percent of 30 µM serotonin response; hit rate 0.66% among 360,000;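 active = activation above a run cutoff, the mean activation of all tested compounds plus 3 SD, cut at about 14% in these data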;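 note: 0% = plate median of compound wells and 100% = 30 µM serotonin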
Target sequence (P35363 whole entry, looked up): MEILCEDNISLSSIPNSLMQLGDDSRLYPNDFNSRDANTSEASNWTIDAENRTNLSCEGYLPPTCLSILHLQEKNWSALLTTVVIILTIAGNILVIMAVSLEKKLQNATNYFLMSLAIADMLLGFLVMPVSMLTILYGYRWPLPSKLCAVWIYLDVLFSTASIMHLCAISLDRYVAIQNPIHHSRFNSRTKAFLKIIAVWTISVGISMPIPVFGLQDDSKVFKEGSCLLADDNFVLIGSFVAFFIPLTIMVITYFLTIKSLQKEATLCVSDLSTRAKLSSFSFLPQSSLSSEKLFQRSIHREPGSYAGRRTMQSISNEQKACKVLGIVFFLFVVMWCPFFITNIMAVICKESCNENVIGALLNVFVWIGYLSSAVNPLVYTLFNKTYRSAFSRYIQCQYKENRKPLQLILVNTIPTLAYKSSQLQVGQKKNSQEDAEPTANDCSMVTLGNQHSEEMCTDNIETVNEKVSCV
CaV13 ICDI inh: Primary screen for inhibitors of IQ motif and Ca2+-dependent inactivation inhibitor domain binding in CACNA1D, Förster resonance energy transfer in living cells, …. HEK cells, CFP/YFP FRET ICDI-IQ, plate reader, 10 min; percent FRET-ratio fall versus neutral wells. inhibition, % at 12.3 µM. hit rate 0.098% among 340,000. AID 743397;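 active = mean replicate inhibition of at least 30% and at least 1% of replicates passing that level; inconclusive = only one of the two criteria is met; inactive = neither criterion is met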;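 note: 0% = median of the neutral control wells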
The depositor's hits bear a star.

Results for COc1ccc(C(=O)Nc2ccccc2C(=O)N(Cc2ccco2)C(C(N)=O)C(C)C)cc1 (stereo not given) ?
PDI inh: -3; iPSC survival up: -1.1; aDG glyco up: 0.0; N-glyco inh: -16; H9c2 protect: 3; Granule exo inh: 6; ABCB6 inh 2: 96; Vif inh: -1; HTR2A ag: -2; CaV13 ICDI inh: -5

Results for CC(OC(=O)c1cccnc1Cl)C(=O)Nc1ccc2c(c1)OCCO2 (stereo not given) ?
PDI inh: 11; iPSC survival up: -0.2; aDG glyco up: 0.4; N-glyco inh: -1; H9c2 protect: 2; Granule exo inh: -7; ABCB6 inh 2: 104; Vif inh: -5; HTR2A ag: 2; CaV13 ICDI inh: -14

How did CC1(NC(=S)Nc2ccc3ccccc3c2)CCS(=O)(=O)C1 (stereo not given) do in these assays?
PDI inh: 9; iPSC survival up: -0.3; aDG glyco up: 0.0; N-glyco inh: 3; H9c2 protect: -3; Granule exo inh: 14; ABCB6 inh 2: 97; Vif inh: -1; HTR2A ag: 0; CaV13 ICDI inh: -14

Results for O=C(NCCc1ccc(F)cc1)c1ccc2c(=O)n3c(nc2c1)CCC3 ?
PDI inh: 0; iPSC survival up: -0.3; aDG glyco up: 0.0; N-glyco inh: -2; H9c2 protect: 13; Granule exo inh: 8; ABCB6 inh 2: 97; HTR2A ag: 0; CaV13 ICDI inh: -6

What do the screens show for `CC(C)N1CCC(N2CCN(C/C=C/c3ccccc3)CC2CCO)CC1` (stereo not given)?
PDI inh: 20; iPSC survival up: 2.3; aDG glyco up: -0.1; N-glyco inh: -1; H9c2 protect: 5; Granule exo inh: 2; ABCB6 inh 2: 103; Vif inh: inconclusive; HTR2A ag: -1

How did CCOc1ccc(N(CC(=O)Nc2ccccc2C(=O)NCc2ccco2)S(C)(=O)=O)cc1 do in these assays?
PDI inh: 2; iPSC survival up: 1.7; aDG glyco up: -0.3; N-glyco inh: -2; H9c2 protect: 4; Granule exo inh: 0; ABCB6 inh 2: 99; Vif inh: -6; HTR2A ag: 3; CaV13 ICDI inh: -9

How did Cc1ccc(C)c(CN2CCCN(C(=O)Cn3ncc4c3-c3ccccc3OC4)C2)c1 do in these assays?
iPSC survival up: -2.0; aDG glyco up: 0.0; N-glyco inh: -1; H9c2 protect: 15; Granule exo inh: 3; ABCB6 inh 2: 101; Vif inh: 15; HTR2A ag: -9; CaV13 ICDI inh: -10

Results for O=C(N/N=C/c1ccc(OC(F)F)cc1OC(F)F)c1cccc(S(=O)(=O)N2CCOCC2)c1 ?
PDI inh: 1; iPSC survival up: 1.5; aDG glyco up: -0.1; N-glyco inh: 1; H9c2 protect: -1; Granule exo inh: -2; ABCB6 inh 2: 94; Vif inh: -4; HTR2A ag: 0; CaV13 ICDI inh: -6

How did CCc1ccccc1S(=O)(=O)c1c(C)cc(C)nc1Cl do in these assays?
PDI inh: -4; iPSC survival up: -0.1; aDG glyco up: 0.0; N-glyco inh: -1; H9c2 protect: -1; Granule exo inh: 6; ABCB6 inh 2: 96; Vif inh: 8; HTR2A ag: 4; CaV13 ICDI inh: -4

How did COc1ccc2oc(C(=O)Nc3ccc(N4CCOCC4)cc3)c(C)c2c1 do in these assays?
PDI inh: -3; iPSC survival up: -0.3; aDG glyco up: -0.6; N-glyco inh: -3; H9c2 protect: 56*; Granule exo inh: 3; ABCB6 inh 2: 96; HTR2A ag: 1; CaV13 ICDI inh: -4

What do the screens show for `O=C(Nc1ccccc1)Nc1ccccc1C(=O)NCc1ccco1`?
PDI inh: 12; iPSC survival up: -4.4; aDG glyco up: 0.1; N-glyco inh: 0; H9c2 protect: 5; Granule exo inh: 0; ABCB6 inh 2: 100; Vif inh: -2; HTR2A ag: 2

Results for O=C(COC(=O)c1cc(S(=O)(=O)NCc2ccccc2)ccc1O)NCc1ccccc1 ?
PDI inh: -6; iPSC survival up: 1.4; aDG glyco up: -0.1; N-glyco inh: -1; H9c2 protect: 9; Granule exo inh: -2; ABCB6 inh 2: 99; Vif inh: 15; HTR2A ag: -2; CaV13 ICDI inh: -5

How did CCn1cc(CCCC(=O)NCc2ccccc2OC)c2ccccc21 do in these assays?
PDI inh: 1; iPSC survival up: -0.1; aDG glyco up: 0.1; N-glyco inh: 0; H9c2 protect: 0; Granule exo inh: 21; ABCB6 inh 2: 102; Vif inh: -20; HTR2A ag: -5; CaV13 ICDI inh: -5

Results for COC(=O)c1sc(S(=O)(=O)Nc2ccc(C)c(C)c2)c(C(=O)OC)c1C ?
PDI inh: -2; iPSC survival up: -1.0; aDG glyco up: -0.2; N-glyco inh: -5; H9c2 protect: 3; Granule exo inh: 4; ABCB6 inh 2: 98; Vif inh: 0; HTR2A ag: 4; CaV13 ICDI inh: -3

What do the screens show for `COc1ccc(CN(Cc2ccc(OC)cc2)S(=O)(=O)c2ccc(-n3cnnn3)c(C)c2)cc1`?
PDI inh: 4; iPSC survival up: 0.5; aDG glyco up: 0.1; N-glyco inh: -5; H9c2 protect: -16; Granule exo inh: -6; ABCB6 inh 2: 95; Vif inh: -15; HTR2A ag: 3; CaV13 ICDI inh: -7

Results for Cc1cc(C(=O)N2CCCC(N3CCN(c4cccc(Cl)c4)CC3)C2)nn1C (stereo not given) ?
PDI inh: 7; iPSC survival up: 0.1; aDG glyco up: 0.2; H9c2 protect: -1; Granule exo inh: -5; ABCB6 inh 2: 92; HTR2A ag: -7; CaV13 ICDI inh: -3

What do the screens show for `COCCNC(=O)C1Cc2c(ccc3ccccc23)O1` (stereo not given)?
PDI inh: -4; iPSC survival up: 0.6; aDG glyco up: 3.7; N-glyco inh: 1; H9c2 protect: 2; Granule exo inh: -3; ABCB6 inh 2: 112; Vif inh: 18; HTR2A ag: 3; CaV13 ICDI inh: 3

How did O=C1CC(c2ccco2)CC(O)=C1C=Nc1cc(Cl)ccc1O (stereo not given) do in these assays?
PDI inh: -1; iPSC survival up: 0.6; aDG glyco up: 1.1; N-glyco inh: -4; H9c2 protect: 26; Granule exo inh: 3; ABCB6 inh 2: 100; Vif inh: 6; HTR2A ag: -2; CaV13 ICDI inh: -6

How did COc1ccccc1C(=O)Nc1ccnn1C1CCN(C(=O)C2CCOC2)CC1 (stereo not given) do in these assays?
PDI inh: -6; iPSC survival up: 0.1; aDG glyco up: -0.6; N-glyco inh: 2; H9c2 protect: 0; Granule exo inh: -2; ABCB6 inh 2: 96; Vif inh: -7; HTR2A ag: 9; CaV13 ICDI inh: -3

How did NC(=S)N=Nc1c(O)[nH]c2c(Br)cc(Br)cc12 do in these assays?
PDI inh: -9; iPSC survival up: 1.4; aDG glyco up: 0.6; N-glyco inh: -2; H9c2 protect: 30; Granule exo inh: 1; ABCB6 inh 2: 100; Vif inh: -5; HTR2A ag: 0; CaV13 ICDI inh: -7

How did O=C(CSc1nnc(-c2cccs2)n1Cc1ccccc1)N1CCc2ccccc2C1 do in these assays?
PDI inh: 7; iPSC survival up: 1.0; aDG glyco up: 0.3; N-glyco inh: -2; H9c2 protect: -3; Granule exo inh: -6; ABCB6 inh 2: 100; Vif inh: -8; HTR2A ag: 0; CaV13 ICDI inh: -3

What do the screens show for `CCC(C)NC(=O)c1cnn2c(C)c3c(nc12)CCCC3` (stereo not given)?
PDI inh: 7; iPSC survival up: 1.1; aDG glyco up: 0.5; N-glyco inh: -2; H9c2 protect: 6; Granule exo inh: 2; ABCB6 inh 2: 94; Vif inh: inconclusive; HTR2A ag: -3; CaV13 ICDI inh: -11

How did Cc1nccn1CC(O)COc1ccc([N+](=O)[O-])cc1 (stereo not given) do in these assays?
PDI inh: -2; iPSC survival up: 0.6; aDG glyco up: 0.0; N-glyco inh: -1; H9c2 protect: 0; Granule exo inh: 1; ABCB6 inh 2: 99; Vif inh: -7; HTR2A ag: 1; CaV13 ICDI inh: -5

How did Cc1ccc(S(=O)(=O)NC(CC(C)C)C(=O)N2CCCC2)cc1 (stereo not given) do in these assays?
PDI inh: -3; iPSC survival up: -0.1; aDG glyco up: -0.2; N-glyco inh: 0; H9c2 protect: 2; Granule exo inh: -2; ABCB6 inh 2: 94; Vif inh: -1; HTR2A ag: -4; CaV13 ICDI inh: -11

What do the screens show for `CC(C)N1CCN(CC#Cc2ccccc2)CC1CCO` (stereo not given)?
PDI inh: -6; iPSC survival up: -4.4; aDG glyco up: -0.1; N-glyco inh: 0; H9c2 protect: 3; Granule exo inh: -5; ABCB6 inh 2: 97; Vif inh: -1; HTR2A ag: 3; CaV13 ICDI inh: -17

Results for O=C(COc1ccc2c(c1)C(=O)CC1(CCCCC1)O2)NCc1ccccn1 ?
PDI inh: 3; iPSC survival up: -2.6; aDG glyco up: 0.8; N-glyco inh: -1; H9c2 protect: -9; Granule exo inh: 0; ABCB6 inh 2: 93; Vif inh: -8; HTR2A ag: 3; CaV13 ICDI inh: -2

Results for CCn1cc(C2=NC(C)CO2)c2ccccc21 (stereo not given) ?
PDI inh: 7; iPSC survival up: 2.5; aDG glyco up: -0.1; N-glyco inh: 1; H9c2 protect: 2; Granule exo inh: -4; ABCB6 inh 2: 94; Vif inh: 8; HTR2A ag: -1; CaV13 ICDI inh: -8

How did NS(=O)(=O)c1cc2c(cc1Cl)NC(CSCc1ccccc1)=NS2(=O)=O do in these assays?
PDI inh: 5; iPSC survival up: -1.8; aDG glyco up: 0.0; N-glyco inh: 1; H9c2 protect: 6; Granule exo inh: -3; ABCB6 inh 2: 102; Vif inh: -3; HTR2A ag: -3; CaV13 ICDI inh: -5

Results for CC1C(=O)Nc2ccc(S(=O)(=O)N3CCc4ccccc4C3)cc2NC1=O (stereo not given) ?
PDI inh: 1; iPSC survival up: -0.6; aDG glyco up: 0.0; N-glyco inh: 3; H9c2 protect: -9; Granule exo inh: 8; ABCB6 inh 2: 89; Vif inh: -6; HTR2A ag: 0; CaV13 ICDI inh: -2

How did CCOC(=O)N1CCN(c2cc3[nH]c(=S)[nH]c3cc2F)CC1 do in these assays?
PDI inh: 7; iPSC survival up: 5.2; aDG glyco up: -0.1; N-glyco inh: 0; H9c2 protect: 18; Granule exo inh: 7; ABCB6 inh 2: 104; Vif inh: 2; HTR2A ag: 4; CaV13 ICDI inh: -5

Screens deposited in PubChem by several laboratories.
